USP2a inh: USP2a (human) protease inhibition. AID 927. 60,000 tested, 0.1% active. Potency, µM (series often up to 38.3 µM), for the others: at the top dose activity change, negative = inhibition, most hits filed as inhibitors. USP2a enzymatic assay, qHTS inhibition;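 further: potency means the concentration at half of the fitted maximal effect; nearly all actives have a fitted effect of over 60% in size; plate controls were DMSO for no effect and NEM full inhibition control for full effect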
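USP2 core (20nM final) preincubated 30 min RT with compound, then Ub-PLA2 20nM and NBD C6-HPC 20uM final added; buffer 20mM Tris-HCl pH 8.0, 2mM CaCl2. Fluorescence Ex 460/Em 535 read at 0 and 2.5 h; normalized to NEM.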
Casp1 inh: blocks human caspase-1 allosterically or competitively | Caspase-1 enzyme, Ac-WEHD-AFC fluorogenic rate | Potency, µM (doses to about 57.5 µM), without a hit: top-dose activity change, negative = inhibition, hits mostly inhibitors | 75,000 tested, 0.03% active;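 further: potency means the concentration at half of the fitted maximal effect; plate controls were vehicle for no effect and no substrate for full effect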
Target sequence (P29466 120-297 limits assumed): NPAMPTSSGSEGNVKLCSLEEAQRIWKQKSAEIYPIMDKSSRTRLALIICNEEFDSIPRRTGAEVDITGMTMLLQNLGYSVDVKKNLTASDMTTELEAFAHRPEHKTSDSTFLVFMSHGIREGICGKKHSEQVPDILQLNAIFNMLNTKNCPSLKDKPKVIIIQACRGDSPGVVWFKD
Target sequence (P29466 317-404 limits assumed): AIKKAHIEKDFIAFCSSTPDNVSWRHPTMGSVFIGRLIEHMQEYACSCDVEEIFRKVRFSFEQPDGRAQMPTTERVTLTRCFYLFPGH
Fluorescein fluor: compound autofluorescence in fluorescein spectral region; 59,000 tested, 0.91% active; Compound autofluorescence, 480/540 nm, fluorescein-equivalent; active compounds read high; max fluorescein-equivalent concentration, M; in the data active means max fluorescein-equivalent concentration above about 10 nM; inconclusive means between about 1.1 nM and that limit
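Compounds (23 nL) in 100 mM Tris pH 8.0, 15 min at room temperature, then fluorescence read at 480 nm excitation/540 nm emission. Signal converted to fluorescein-equivalent concentration from an on-plate fluorescein standard curve.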
BRCT PPI green: blocks human BRCA1 BRCT binding to phosphopeptide, green readout. P38398. BRCA1 BRCT-phosphopeptide binding, green fluorescence polarization. Potency, µM (highest dose often 76.9 µM), without a hit: top-dose activity change, negative = inhibition, most hits filed as inhibitors. 75,000 tested, 0.05% active;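 further: potency means the concentration at half of the fitted maximal effect; plate controls were peptide without protein for full effect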
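Fluorescence polarization: His-tagged BRCT (~35 kDa BRCA1 C-terminus, 250 nM) bound to 100 nM fluorescein-labeled phosphorylated 10-aa BACH1 peptide, pH 7.3 phosphate buffer with DTT and Tween 20. Compounds incubated 12 min at room temperature; inhibition read as lowered polarization.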
Rhodamine autofl: compound fluoresces in the rhodamine spectral region; max dye-equivalent concentration, M; AID 594; Rhodamine-region fluorescence, 547/598 nm, Tris buffer; active compounds read high; 59,000 tested, 0.05% active; in the data active means max dye-equivalent concentration above about 11 nM; inconclusive means between about 1.1 nM and that limit
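qHTS spectral profiling of compounds without any target or enzyme present, in pH 8.0 Tris buffer; plates were read after a 15-minute room-temperature incubation using the rhodamine-region filter set.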
Casp7 inh: allosteric or competitive inhibitors of human caspase-7 | Potency, µM (highest dose often 57.5 µM), for inactives: at the top dose activity change, negative = inhibition, actives largely listed as inhibitors | 75,000 tested, 0.02% active | P55210 | recombinant caspase-7, Ac-DEVD-AFC fluorescence rate; active means well fitted inhibition curve with a large enough effect in the main read-out, with a control signal flat, not every such curve was filed as active; inconclusive means small, poorly fitted or top-dose-only effect, or a change in a side signal; further: potency means the concentration at half of the fitted maximal effect; % of control where 0% means no effect
Target sequence (P55210 24-198 limits assumed): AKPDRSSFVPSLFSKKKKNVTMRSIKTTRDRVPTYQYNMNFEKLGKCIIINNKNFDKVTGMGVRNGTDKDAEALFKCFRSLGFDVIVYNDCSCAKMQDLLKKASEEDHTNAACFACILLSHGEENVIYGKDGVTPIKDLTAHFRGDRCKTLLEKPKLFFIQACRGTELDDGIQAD
Target sequence (P55210 207-303 limits assumed): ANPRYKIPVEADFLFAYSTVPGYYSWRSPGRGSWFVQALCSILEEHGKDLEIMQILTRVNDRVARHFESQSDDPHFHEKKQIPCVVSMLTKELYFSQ
HEK293 cAMP cs: raises cAMP in parental HEK293 cells, TSHR agonist counter-screen; parental HEK293 CNG cAMP sensor, membrane potential fluorescence; Potency, µM (doses to about 57.1 µM), without a hit: at the top dose activation, actives largely listed as activators; 73,000 tested, 2.5% active; AID 938; further: potency means the concentration at half of the fitted maximal effect; % of control where 0% means no effect; nearly all actives have a fitted effect of over 55% in size
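Counterscreen for endogenous-receptor signalling: CNG-channel HEK 293 cells report cAMP rise by membrane depolarization. After 60 min dye equilibration with 100 uM RO 20-1724, compounds incubated 30 min before bottom-read fluorescence at 590 nm.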
4MU fluor: 4-MU region autofluorescence | 59,000 tested, 11% active | compound autofluorescence, 340/450 nm, 4-MU equivalents; active compounds read high | AID 589 | max dye-equivalent concentration, M; in the data active means max dye-equivalent concentration above about 10 nM; inconclusive means mostly about 1.1 nM to 9.6 nM
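Compounds in 100 mM Tris, pH 8.0, incubated 15 min at room temperature, then fluorescence read at 340 nm excitation/450 nm emission. Signal converted to 4-MU dye-equivalent concentration using an on-plate six-point 4-MU standard curve.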
BRCT PPI red: BRCT-phosphoprotein interaction inhibition (red fluorophore) | P38398 | BRCT-phosphopeptide binding, red fluorescence polarization | Potency, µM (series often up to 76.9 µM), inactives show top-dose activity change, negative = inhibition, hits mostly inhibitors | 75,000 tested, 0.03% active | AID 892; further: on the % scale 0 is the no-effect control and ±100 the full control effect
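Fluorescence polarization: 100 nM His-tagged BRCA1 BRCT with 100 nM TAMRA-labelled phospho-BACH1 decapeptide, phosphate buffer pH 7.3 with 150 mM NaCl, DTT, 0.01% Tween 20; 12 min RT. Binding inhibition seen as FP decrease.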
Texas Red fluor: Texas Red region autofluorescence; Compound fluorescence, Texas Red channel, 547/618 nm; active compounds read high; max dye-equivalent concentration, M; 59,000 tested, 0.06% active; AID 587; in the data active means max dye-equivalent concentration above about 10 nM; inconclusive means between about 1.1 nM and that limit
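Pin-transferred compounds and Texas Red standards go into 100 mM Tris buffer, pH 8.0. After 15 min at room temperature, plates are imaged with 547/618 nm filters. Each value is a dye-equivalent concentration derived from the per-plate dye curve.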
A350 autofl: A350 region autofluorescence. Compound autofluorescence, 340/450 nm, Alexa 350 dye-equivalents; active compounds read high. max dye-equivalent concentration, M. 59,000 tested, 11% active. AID 590; in the data active means max dye-equivalent concentration above about 10 nM; inconclusive means mostly about 1.1 nM to 9.6 nM
Starred values were filed as active, the others as inactive; i = inactive; ? = inconclusive; / = no result given; & = joins results of further samples; [ ] = dose if it differs, or a comment. Unless noted, the call rests on the fitted dose curve; in most records, active means well fitted curve in the direction sought with a large enough effect; inconclusive means small, poorly fitted or top-dose-only effect, or another doubt; inactive means no such curve, though single readings can be large; an effect the other way counts as inactive or inconclusive. These rows are one share of the data (hit frequency here may not be typical).

SMILES	USP2a inh	Casp1 inh	Fluorescein fluor	BRCT PPI green	Rhodamine autofl	Casp7 inh	HEK293 cAMP cs	4MU fluor	BRCT PPI red	Texas Red fluor	A350 autofl
CCn1c(SCC(=O)NCc2cccs2)nnc1-c1cccs1	-4%	0%	i	-1.1%	i	4%	5%	i	-0.5%	i	i
Cc1cc(NC(=O)COC(=O)c2n[nH]c3ccccc23)no1	12%	-1%	i	-1.8%	i	0%	12%	i	0.9%	i	?
COc1ccc(NC(=O)N2CCCC2C(=O)Nc2ccc(C)cc2)cc1 (stereo unspecified)	0%	0%	i	0.5%	i	-1%	6%	i	1.0%	i	i
CCNC(=O)c1c(O)c2ccccc2[nH]c1=O	1%	1%	/	-2.4%	/	0%	4%	/	0.1%	/	/
CCC(=O)N1CCCc2cc(S(=O)(=O)N3CCN(C4CCCCC4)CC3)ccc21	-2%	-2%	i	0.5%	i	-1%	22%	i	-0.5%	i	i
COc1cccc(C2CC(=O)NC3=C2C(=O)CCC3)c1 (stereo unspecified)	-1%	0%	i	-5.5%	i	2%	2%	?	-2.0%	i	?
C[C@@H]1/C=C\CC(=O)OC[C@H](C)C(=O)N[C@@H](Cc2ccccc2)C(=O)OC1	/	-3%[11.5 µM]	/	-1.6%[15.4 µM]	/	0%[11.5 µM]	4%[11.4 µM]	/	0.7%[15.4 µM]	/	/
O=C(NCc1ccco1)c1ccc2snnc2c1	-2%	0%	/	-0.6%	/	-1%	3%	/	-1.3%	/	/
C=CCc1cccc2cc(C(=O)N3CCN(C(=O)OCC)CC3)c(=O)oc12	23%	-3%	?	-4.6%	i	-3%	16%	?	-0.9%	i	?
Cn1nnc2cc(C(=O)N3CCCCCC3)ccc21	1%	0%	i	-0.4%	i	-4%	6%	i	0.3%	i	i
O=C(c1cnccn1)N1CCC2(CCCN(Cc3nccs3)C2)CC1	8%	-1%	i	-0.4%	i	-1%	20%	i	0.1%	i	i
COc1ccc(NC(=O)c2cc(C)on2)cc1OC	-6%	0%	i	-0.7%	i	-2%	-1%	i	1.2%	i	i
CCCn1c(SCC(=O)c2ccc3c(c2)OCCO3)nc2c1c(=O)n(C)c(=O)n2C	/	-1%	i	-0.7%	i	2%	16%	i	0.4%	i	i
Cc1nc(SCC(=O)CC(=O)OC(C)C)c(C#N)c(C)c1C	-1%	-7%	?	8.1%	i	-3%	?	?	-1.7%	i	?
O=C(NCc1ccco1)c1cc2cc3ccc(Cl)cc3nc2o1	-7%	-1%	i	-2.0%	i	1%	5%	?	-0.2%	i	?

A second format for part of the listing above:
Every second line gives: USP2a inh, Casp1 inh, Fluorescein fluor, BRCT PPI green, Rhodamine autofl, Casp7 inh, HEK293 cAMP cs, 4MU fluor, BRCT PPI red, Texas Red fluor, A350 autofl
O=C(c1cnccn1)N1CCC2(CCCN(Cc3nccs3)C2)CC1
    8%, -1%, i, -0.4%, i, -1%, 20%, i, 0.1%, i, i
COc1ccc(NC(=O)N2CCCC2C(=O)Nc2ccc(C)cc2)cc1 (stereo unspecified)
    0%, 0%, i, 0.5%, i, -1%, 6%, i, 1.0%, i, i
Cn1nnc2cc(C(=O)N3CCCCCC3)ccc21
    1%, 0%, i, -0.4%, i, -4%, 6%, i, 0.3%, i, i
O=C(NCc1ccco1)c1ccc2snnc2c1
    -2%, 0%, /, -0.6%, /, -1%, 3%, /, -1.3%, /, /
C=CCc1cccc2cc(C(=O)N3CCN(C(=O)OCC)CC3)c(=O)oc12
    23%, -3%, ?, -4.6%, i, -3%, 16%, ?, -0.9%, i, ?
CCC(=O)N1CCCc2cc(S(=O)(=O)N3CCN(C4CCCCC4)CC3)ccc21
    -2%, -2%, i, 0.5%, i, -1%, 22%, i, -0.5%, i, i

Other entries follow.
SMILES	USP2a inh	Casp1 inh	Fluorescein fluor	BRCT PPI green	Rhodamine autofl	Casp7 inh	HEK293 cAMP cs	4MU fluor	BRCT PPI red	Texas Red fluor	A350 autofl
c1ccc2c(c1)[nH]c1c(N3CCOCC3)ncnc12	-6%	-2%	/	-3.0%	/	-1%	-7%	/	-1.6%	/	/
Cc1ccc2c(c1)nnn2C1CCN(S(=O)(=O)c2ccc(C(=O)N(C)C)cc2)CC1	91%[activator]	0%	i	-1.5%	i	-1%	3%	i	-1.2%	i	i
Cc1ccnc(NC(=O)CCC(=O)N(CC(=O)NC(C)(C)C)C2CCCC2)c1	9%	-1%	i	-2.5%	i	-2%	11%	i	0.4%	i	i
c1ccc(C2COC(c3cccs3)=N2)cc1 (stereo unspecified)	-1%	-1%	i	-1.5%	i	-1%	5%	i	0.7%	i	?
COc1ccc2c(=O)cc(-c3ccccc3)oc2c1O	/	2%	i	-2.2%	i	1%	-1%	i	0.9%	i	i
CCOC(=O)C1CCN(c2ncnc3c2oc2ccccc23)CC1	9%	0%	i	1.4%	i	-2%	25µM*	i	-1.6%	?	i
NCC[C@H](N)C(=O)O	/	3%[11.5 µM]	i	0.1%[15.4 µM]	i	0%[11.5 µM]	-28%[11.4 µM]	i	-1.7%[15.4 µM]	?	i
CN1CCN(c2nc3c(c(=O)n(C)c(=O)n3C)n2CC(=O)C23CC4CC(CC(C4)C2)C3)CC1	8%	-1%	?	-2.5%	i	0%	-8%	i	-1.4%	i	i
CC(CN1CCCCC1)OC(=O)c1ccc(Cl)cc1 (stereo unspecified)	1%	-3%	?	0.7%	i	1%	21%	i	-0.4%	i	i
CCCN(CCC)C(=O)CC(c1ccc(F)cc1)c1ccco1 (stereo unspecified)	/	/	?	/	i	/	/	i	/	i	i
COc1ccc(C2C(C(=O)Nc3cccc(C)n3)c3ccccc3C(=O)N2C)cc1OC (stereo unspecified)	15%	0%	i	0.8%	i	1%	11%	1.1e-07M*	-1.5%	i	9.7e-08M*
O=C(NC1CCCC1)c1sc(=S)n2c1[nH]c(=O)c1ccccc12	-16%	-2%	i	-5.6%	i	0%	?	i	-0.4%	i	i
CCOC(=O)N1CCN(C(=O)CSc2nnc(CNC(=O)c3ccccc3F)o2)CC1	2%	1%	i	-1.9%	i	3%	7%	i	-1.6%	i	i
Nc1nc2c(nc(Br)n2[C@@H]2O[C@H]3COP(=O)(O)O[C@H]3[C@@H]2O)c(=O)[nH]1	/	-2%	/	-1.0%	/	3%	-4%	/	-0.4%	/	/
CCn1c(Cn2nnc(-c3ccccc3)n2)nnc1SCC(=O)Nc1ccc(C(C)=O)cc1	15%	-2%	i	-2.0%	i	0%	-38%[inhibitor]	i	1.2%	i	i
CCOC(=O)Cc1csc(NC(=O)C2CCCCC2C(=O)O)n1 (stereo unspecified)	-1%	3%	i	-1.2%	i	-1%	-14%	i	1.0%	?	i
COCCCNC(=O)CCCn1c(=O)[nH]c2ccccc2c1=O	1%	-1%	i	-1.7%	i	0%	1%	?	-0.8%	i	?
O=C(CSc1nnc(-c2ccccc2)n1Cc1ccccc1)N1CCCC1	/	0%	i	0.9%	i	3%	9%	i	-0.6%	i	i
Nc1nc(Nc2cccc3ccccc23)nc(C2CCCC2=O)n1 (stereo unspecified)	-9%	0%	i	-0.7%	i	7%	17%	i	0.8%	i	i
CCOC(=O)Cc1csc(NC(=O)Cc2cccs2)n1	19%[7.66 µM]	-2%	/	0.9%	/	-8%	22%[11.4 µM]	/	0.8%	/	/
CCCC(=O)Nc1ccc(Cl)c(NC(=O)C(C)(C)C)c1	4%	1%	i	0.0%	i	1%	-2%	i	0.5%	i	i
CN(Cc1ccco1)c1ncnc2ccc(-c3cccnc3)cc12	-9%	1%	?	20%	i	-4%	12%	i	-5.9%	i	i
O=C(O)C(Cc1ccccc1)Cc1ccccc1	/	1%[11.5 µM]	i	-0.2%[15.4 µM]	i	0%[11.5 µM]	13%[11.4 µM]	i	-0.6%[15.4 µM]	i	i
Fc1ccc(-c2ccc(-c3nn4c(-c5ccco5)nnc4s3)o2)cc1	51%[activator]	1%	?	-1.3%	i	-21%	?	5.1e-08M*	-0.6%	i	6.8e-08M*
Cn1nccc1C(=O)NCCN1C(=O)OC(C)(C)C1(C)O (stereo unspecified)	-2%	3%	i	-0.3%	i	0%	6%	i	-0.4%	i	i
CC(=O)NC1CCC(C(=O)O)(c2ccccc2)C1 (stereo unspecified)	1%	-1%	?	-4.8%	i	0%	-3%	i	0.2%	i	i
CCN1C(=O)c2cccc3c(NC(=O)c4ccc(S(=O)(=O)N(C)C)cc4)ccc1c23	34%[activator][7.66 µM]	?	/	2.4%	/	?	-17%[11.4 µM]	/	-0.2%	/	/
CC(O)CNc1nc2c(c(=O)n(C)c(=O)n2C)n1Cc1cccc(Br)c1 (stereo unspecified)	-3%	2%	?	-4.8%	i	-1%	-12%	?	0.9%	i	?
CC(=O)Nc1c(O)n(C)c2ccccc12	-11%	1%	i	-0.3%	i	0%	-2%	i	-3.0%	i	i
COc1ccc(OC)c(S(=O)(=O)N2C(C)CCCC2C)c1 (stereo unspecified)	5%	1%	?	-5.8%	i	-1%	0%	i	-2.1%	i	?
CC(=O)N1C2(C=CC1(C)C(=O)NCc1cc(F)cc(C(F)(F)F)c1)CCCCC2 (stereo unspecified)	/	-5%	/	5.3%	/	-11%	12%	/	0.1%	/	/
O=c1ccc(Br)c[nH]1	-8%	-2%	i	-1.9%	i	0%	26%	i	0.2%	i	i
CCC(CO)NCCNC(CC)CO (stereo unspecified)	3%&6%	-1%&-1%	i	0.0%	i	-1%&2%	11%	i	0.8%&1.4%	?	i
